# TEAD-YAP inh = TEAD-YAP interaction inhibition; HEK-TIYL cells, TEAD-Gal4/YAP UAS-luciferase luminescence; inhibition, % at 9.12 µM; hit rate 1.4% among 640,000; AID 1259422; in the data active means inhibition above about 32%;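 further: 0% = median of test compound wells and 100% = reference inhibitor wells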
# GPR151 activ = activates the human receptor GPR151 | activation, % at 11.2 µM | PathHunter beta-arrestin GPR151 cells, luminescence | hit rate 1% among 650,000; in the data active means activation above about 4.9%;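 further: 0% = median of compound wells and 100% = cells with positive control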
# Target sequence (Q8TDV0 whole entry, looked up): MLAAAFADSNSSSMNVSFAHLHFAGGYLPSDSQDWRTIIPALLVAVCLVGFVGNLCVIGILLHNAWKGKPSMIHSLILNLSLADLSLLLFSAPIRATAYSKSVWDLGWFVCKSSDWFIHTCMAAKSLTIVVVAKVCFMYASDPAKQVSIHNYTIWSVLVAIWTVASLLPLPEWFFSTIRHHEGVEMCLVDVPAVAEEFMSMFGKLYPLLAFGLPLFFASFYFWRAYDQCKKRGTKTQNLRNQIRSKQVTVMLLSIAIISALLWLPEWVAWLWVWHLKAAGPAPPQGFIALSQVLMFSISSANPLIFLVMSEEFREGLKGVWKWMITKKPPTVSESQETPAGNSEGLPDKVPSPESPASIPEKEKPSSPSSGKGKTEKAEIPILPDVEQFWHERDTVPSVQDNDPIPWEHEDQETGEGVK
# FBW7 act = activators of human E3 ligase FBW7; Q969H0; AlphaScreen FBW7–phospho-cyclin E peptide binding, activator screen; normalized activity (activation), % at 26.1 µM; hit rate 0.13% among 650,000; AID 1259310; in the data active means normalized activity above about 1.9%;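 further: purified mutant Fbw7 with reduced substrate affinity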
# Target sequence (Q969H0 whole entry, looked up): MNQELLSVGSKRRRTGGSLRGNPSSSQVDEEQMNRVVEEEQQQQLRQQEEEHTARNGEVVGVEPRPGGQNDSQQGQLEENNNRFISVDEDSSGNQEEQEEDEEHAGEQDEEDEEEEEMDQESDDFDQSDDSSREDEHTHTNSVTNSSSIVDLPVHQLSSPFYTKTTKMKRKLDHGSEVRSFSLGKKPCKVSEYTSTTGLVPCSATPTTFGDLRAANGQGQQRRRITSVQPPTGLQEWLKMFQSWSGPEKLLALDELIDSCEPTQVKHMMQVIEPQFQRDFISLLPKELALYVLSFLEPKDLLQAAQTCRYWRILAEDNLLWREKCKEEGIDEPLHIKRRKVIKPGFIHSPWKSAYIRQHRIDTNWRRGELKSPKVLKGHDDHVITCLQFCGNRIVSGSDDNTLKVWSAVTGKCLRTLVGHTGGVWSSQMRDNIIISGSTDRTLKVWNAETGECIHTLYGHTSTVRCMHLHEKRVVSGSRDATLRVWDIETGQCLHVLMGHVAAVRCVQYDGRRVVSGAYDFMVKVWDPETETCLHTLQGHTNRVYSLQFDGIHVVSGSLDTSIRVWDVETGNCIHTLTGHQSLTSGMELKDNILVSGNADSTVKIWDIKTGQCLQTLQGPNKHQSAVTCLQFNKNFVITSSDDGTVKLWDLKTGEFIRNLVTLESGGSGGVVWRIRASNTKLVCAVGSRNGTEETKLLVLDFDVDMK
# MITF primary = human MITF inhibition, primary screen | AlphaScreen MITF homodimerization, bead proximity signal | inhibition, % at 2.6 µM | hit rate 0.91% among 650,000 | AID 1259374; in the data active means inhibition above about 50%;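 further: 0% = vehicle wells with protein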
# Starred values were filed as active, the others as inactive; & = joins results of further samples.
# Start of the listing, in advance (seven entries):
SMILES,TEAD-YAP inh,GPR151 activ,FBW7 act,MITF primary
CCCCOc1ccc(C(=O)Nc2nc(-c3ccccc3)c(C(=O)OCC)s2)cc1,7,0.2,-0.1,3
COCc1ccc(CN2CCc3nnc(C(C)NC(=O)c4cccnc4)n3CC2)o1 (stereo not given),4,-0.3,-0.1,-2
CC(C)C(=O)NCC(c1ccco1)N1CCN(c2ccccc2)CC1 (stereo not given),-9,-0.6,-0.2,-8
CCOC(=O)N1CCC(NCCCOC)CC1,-16,-0.2,-0.1,-7
COc1cccc(-c2cncc(-c3ccc(N4CCOCC4)cc3)n2)c1,6,-0.1,-0.1,0
COc1ccccc1/C=C/C=C1N=C(/C=C/c2ccc(C)cc2)OC\1=O,-14,-0.4,0.7,5
O=C(N/C(=C\c1ccco1)C(=O)N1CCCCC1)c1cccc(Br)c1,-2,2.7,-0.1,-6

# Results, previewed entries included:
SMILES,TEAD-YAP inh,GPR151 activ,FBW7 act,MITF primary
CCCCOc1ccc(C(=O)Nc2nc(-c3ccccc3)c(C(=O)OCC)s2)cc1,7,0.2,-0.1,3
COCc1ccc(CN2CCc3nnc(C(C)NC(=O)c4cccnc4)n3CC2)o1 (stereo not given),4,-0.3,-0.1,-2
CC(C)C(=O)NCC(c1ccco1)N1CCN(c2ccccc2)CC1 (stereo not given),-9,-0.6,-0.2,-8
CCOC(=O)N1CCC(NCCCOC)CC1,-16,-0.2,-0.1,-7
COc1cccc(-c2cncc(-c3ccc(N4CCOCC4)cc3)n2)c1,6,-0.1,-0.1,0
COc1ccccc1/C=C/C=C1N=C(/C=C/c2ccc(C)cc2)OC\1=O,-14,-0.4,0.7,5
O=C(N/C(=C\c1ccco1)C(=O)N1CCCCC1)c1cccc(Br)c1,-2,2.7,-0.1,-6
O=C1NC(=Nc2ccccc2)SC1(CO)CO,1,-0.5,0.7,15
COc1cccc(C(=O)Nc2nc3c(s2)CCC3)c1OC,62*,-9.0,-0.1,-4
CC(=O)c1cccc(NC(=O)C(C)OC(=O)CN2C(=O)NC(C)(C)C2=O)c1 (stereo not given),-4,1.9,0.0,-2
O=C(Cn1[nH]c(=O)c2ccccc2c1=O)Nc1nc2ccccc2[nH]1,7,1.3,0.0,1
Cc1nc(-c2ccc(NC(=O)c3cccc([N+](=O)[O-])c3)cc2)cs1,-19,-6.0,0.0,1
Cn1c(=NC(=O)c2ccc(Oc3ccccc3)cc2)sc2ccc(Br)cc21,6,-0.5,0.1,1
O=C(CN1C(=O)C(c2ccccc2)Oc2cccnc21)NC1CCCC1 (stereo not given),1,-0.6,0.0,10
O=c1ccc(-c2ccc(Cl)cc2)cn1Cc1ccccc1,-1,0.4,0.1,12
COc1cc2nc(SCC(=O)Nc3ccc(F)cc3)n(CCc3ccc(S(N)(=O)=O)cc3)c(=O)c2cc1OC,17,1.5,-0.2,1
O=C(NCC1CCC2(CCN(Cc3ccccc3)CC2)O1)C1=CCCC1 (stereo not given),8,1.6,0.1,-3
Cc1cc(C(=O)N/N=C\c2ccccc2Cl)c(C)o1,-29,-4.2,-0.1,16
c1ccc(-c2[nH]ncc2-c2ccnc3ccccc23)nc1,10,0.4&0.5,-0.6,-9&10
Cc1cc(NS(=O)(=O)c2ccc(NC(=O)C3CC=CCC3C(=O)O)cc2)nc(C)n1 (stereo not given),12,-0.8,1.6,17
Cc1cccc(NC(=O)CSc2nnnn2C)n1,6,1.4,0.3,16
O=C(COc1ccccc1)N/N=C/c1ccc(O[C@@H]2O[C@H](CO)[C@@H](O)[C@H](O)[C@H]2O)cc1,11,-1.9,0.1,2
COC(=O)c1c(C)oc2ccc(OCC(=O)c3ccc(F)cc3)cc12,-6,-0.9,0.2,0
CCOC(=O)C1CCCN(S(=O)(=O)c2cccc3nsnc23)C1 (stereo not given),6&1,-0.8&1.2,-0.2&-0.2,13&-9
CCOc1c(Br)cc(/C=C2/C(=O)NN(c3ccccc3)C2=O)cc1OC,15,2.4,0.1,4
Cc1ccsc1CNn1cnnc1SCc1ccccc1F,-1,-1.4,0.4,26
CC(C)(O)C#Cc1ccc(CN2CCN(C3CCCC3)C(CCO)C2)cc1 (stereo not given),3,0.9,0.0,-2
O=[N+]([O-])c1cccc2c(NS(=O)(=O)c3ccc(Br)cc3)cccc12,2,1.0,-0.1,-16
C=CCc1cccc(Cl)c1OCCN1CCN(CC)CC1,2,-0.6,-0.1,30
O=C(NCc1nc(NCCCc2ccccc2)c2ccccc2n1)c1ccoc1,8,-1.0,0.0,-1

# Some entries already given with just GPR151 activ, FBW7 act and MITF primary.
Molecule | GPR151 activ | FBW7 act | MITF primary
CCOC(=O)C1CCCN(S(=O)(=O)c2cccc3nsnc23)C1 (stereo not given) | -0.8&1.2 | -0.2&-0.2 | 13&-9
CCOc1c(Br)cc(/C=C2/C(=O)NN(c3ccccc3)C2=O)cc1OC | 2.4 | 0.1 | 4
Cc1ccsc1CNn1cnnc1SCc1ccccc1F | -1.4 | 0.4 | 26
CC(C)(O)C#Cc1ccc(CN2CCN(C3CCCC3)C(CCO)C2)cc1 (stereo not given) | 0.9 | 0.0 | -2
O=[N+]([O-])c1cccc2c(NS(=O)(=O)c3ccc(Br)cc3)cccc12 | 1.0 | -0.1 | -16

# (next part)
SMILES,TEAD-YAP inh,GPR151 activ,FBW7 act,MITF primary
COc1ccc(-c2nc(CCl)cs2)c(OC)c1,-6,1.2,0.0,2
Cc1c(C)c2ccc(O)c(C)c2oc1=O,1,0.9,0.0,-8
CC(C)(C)n1nnnc1C(c1ccccn1)N(Cc1ccco1)CC1CCCO1 (stereo not given),-8,-0.4,-0.4,-7
COc1ccc(N2C(=O)C3ON(c4ccccc4)C(c4ccccc4O)C3C2=O)cc1 (stereo not given),-2,0.3,0.1,-10
COC(=O)c1c(NC(=O)C(C)(C)C)sc2c1C(C(=O)OC)CC2 (stereo not given),9,0.3,0.2,4
CNC(=O)c1ccc(-c2cccc(O)c2)nc1NCC1CC1,23,-0.4,-0.1,-8
Cc1cc(CN2CCCC(N3CCN(c4ccccc4)CC3)C2)oc1C (stereo not given),7,-0.4,0.0,7
CC(=O)Oc1ccc(N2C(=O)c3ccc(C(=O)O)cc3C2=O)cc1,6,1.1,-0.1,-4
COc1ccc(CC(=O)Nc2ccc(-c3nc4ccccc4c(=O)o3)cc2)cc1,4,0.3,0.1,0
Cc1nc2c3ccccc3nc(SCC(=O)NCc3ccccc3)n2n1,-7,0.0,0.0,3
O=C(COC(=O)c1ccc(=O)[nH]c1)Nc1cccc(S(=O)(=O)N2CCOCC2)c1,2,-0.1,0.1,17
O=C(c1cccs1)N1CCN(C2c3ccccc3-c3ccccc32)CC1,-16,-0.3,-0.1,6
COc1ccc(OCC(O)CNC(C)C)c(C(C)(C)C)c1 (stereo not given),9,0.4,-0.1,-6
O=C(NCc1nnnn1-c1ccccc1)c1cc(Br)ccc1Cl,-12,0.4,0.1,8
NC(=O)CC12CC3CC(CC(C3)C1)C2,-4,-0.7,0.0,-4
CCCCCCc1c(C)c2cc(Cl)c(OCc3ccccc3F)cc2oc1=O,2,-0.7,0.1,-1
Cc1ccc(C2=N/C(=C\c3ccc4c(c3)OCO4)C(=O)N2c2cccc(Cl)c2C)cc1C,4,1.2,-0.1,-10
COc1cccc(/C=C2/NC(=O)NC2=O)c1OC(C)C,4,0.6,0.1,5
O=C(O)CSc1nc2ccccc2c(=O)[nH]1,-3&7&2,1.0&0.2&2.5,0.0&0.4&0.0,1&12&6
CCOc1ccccc1C1C(C(=O)OCCSCC)=C(C)NC2=C1C(=O)CCC2 (stereo not given),3,0.9,0.3,-6
COc1ccc(C2(NC(=O)c3cnn4c(C(F)F)nc(C)nc34)CCCCC2)cc1,2,0.3,0.6,6
CCCCCN1C2=C(C(=O)CC(C)(C)C2)C(c2ccc(Cl)c([N+](=O)[O-])c2)C2=C1CC(C)(C)CC2=O,8,0.7,0.1,5
CN1CCN(CCC(=O)Nc2ccc(Cl)cc2)CC1,-1,1.0,0.0,12
CCOc1ccc(N2S(=O)(=O)c3ccccc3S2(=O)=O)cc1,13,-0.1,0.1,6
Cc1ccc(N2CC(C(=O)N(Cc3ccccc3)c3ccccn3)CC2=O)cc1 (stereo not given),-9,0.4,0.1,2
CC1=C(C(=O)Nc2ccc(C)c(Cl)c2)C(c2ccccc2Br)NC(=O)N1 (stereo not given),-9,-0.2,0.0,-14
O=C(CC1SC(=O)N(c2ccccc2)C1=O)Nc1ccc(Cl)cc1 (stereo not given),-5,2.7,0.1,6
O=C(CSc1nc2ccccc2c(=O)n1CC1CCC(C(=O)NCC2CCCO2)CC1)NCc1ccccc1 (stereo not given),-10,-0.1,-0.1,0
O=C(Nc1ccc(F)cc1)c1cc(-c2ccncc2)nc2ccccc12,-1,0.5,0.5,21
CC1=C(C#N)C(c2cccc([N+](=O)[O-])c2)C2=C(CCCC2=O)N1 (stereo not given),5,-0.6,-0.1,4
CCCCN(C)C(=O)c1ccc(Br)o1,8,-1.9,0.2,-9
NC(=O)c1cc(-c2c[nH]c3ccccc23)no1,8,0.5,0.0,-1
COc1ccccc1NCC(=O)N/N=C\c1c(F)cccc1Cl,-4,-0.4,-0.2,6
N#C/C(=C\c1ccc[nH]1)c1nc2ccccc2[nH]1,-34,-1.4,-0.1,13
CCOC(=O)C1=C(C)N(C)C(=O)NC1c1cc([N+](=O)[O-])ccc1OCC (stereo not given),-5,-1.0,0.0,4
N#Cc1ccc(C(=O)Nc2nnc(-c3ccccn3)o2)cc1,-10,-9.5,-0.2,24
Cc1ccccc1C(=O)Nc1nnc(-c2ccco2)o1,-16,0.9,-0.1,4
O=C(NCCCc1ccccc1)C1CCCN(C(=O)N2CCOc3ccccc32)C1 (stereo not given),4,0.6,0.1,-10
CCOc1ccc(NC(=O)CC(C)CC(=O)O)cc1 (stereo not given),-6,-0.3,-0.2,-11
CCOc1ccc(OCC)c(NC(=O)c2c(C)[nH]c(C(C)=O)c2C)c1,5,-0.2,0.1,8
NCCCC[C@@H]1NC(=O)[C@@H]2C[C@H](NC(=O)Nc3ccccc3Cl)CN2C1=O,-2,-0.6,0.0,9
COC(=O)C1=CN(C)C=C(C(=O)OC)C1c1cccs1,-8,2.1,0.4,2
Cc1ccc(C(C)C)c(OCC(=O)NNC(=O)c2cncc(Br)c2)c1,10,2.8,0.1,4
CC(C)(C)c1n[nH]c(=S)n(N)c1=O,10,-2.2,0.9,0
CCc1ccc(NS(=O)(=O)c2ccc3c(c2)n(C)c(=O)c(=O)n3C)cc1,4,-0.6,-0.3,-10
S=C(NCCCN1CCOCC1)N1CCN(c2ccccc2)CC1,0,0.3,0.0,-1
C=CCn1c(SC(CC)C(=O)Nc2cccc([N+](=O)[O-])c2)nnc1-c1ccncc1 (stereo not given),16,0.3,0.0,10
COC(=O)Cn1c(=O)c2c(nc3oc(C)c(C)n32)n(C)c1=O,9,2.3,0.5,3
CC1(C)Oc2ccc(C(=O)NC3CCCC3)cc2N(CC#N)C1=O,2,-0.2,0.0,16
COc1ccc(P(C)(=O)c2ccc(OC)cc2)cc1,10,-0.3,-0.2,1

# Look-ups from the results shown.
# Reading for S=C(NCCCN1CCOCC1)N1CCN(c2ccccc2)CC1 under GPR151 activ: 0.3
# Reading for CC(C)(C)c1n[nH]c(=S)n(N)c1=O under MITF primary: 0
# Reading for NCCCC[C@@H]1NC(=O)[C@@H]2C[C@H](NC(=O)Nc3ccccc3Cl)CN2C1=O under FBW7 act: 0.0
# Reading for Cc1ccc(C(C)C)c(OCC(=O)NNC(=O)c2cncc(Br)c2)c1 under TEAD-YAP inh: 10
# Reading for COC(=O)Cn1c(=O)c2c(nc3oc(C)c(C)n32)n(C)c1=O under FBW7 act: 0.5

# More compounds
SMILES,TEAD-YAP inh,GPR151 activ,FBW7 act,MITF primary
CCOC(=O)N/N=C/c1cc(OC)c(OC(C)=O)c(OC)c1,-8,0.0,0.7,-12
COc1ccc(CNS(=O)(=O)c2ccc3[nH]cc(C(=O)O)c(=O)c3c2)cc1,8,-0.6,0.1,24
N#CCOC(=O)/C=C/c1ccc2c(c1)OCO2,0,-1.0,0.3,13
Fc1cccc(-n2cc(-c3ccccc3)c3c(SCc4ccccc4Cl)ncnc32)c1,-3,-0.2,-0.2,-1
Cc1cc(C)c(NC(=O)/C=C\C(=O)O)c(Cl)c1,-7,1.2,0.1,-24
CCOC(=O)C1=C(c2ccccc2)NC(=S)NC1CC (stereo not given),14,-0.4,0.4,9
CC1Cc2ccccc2N1C(=O)CSc1nnc(NC(=O)C2CC2)s1 (stereo not given),7,-0.2,0.1,23
COc1cc(/C=C/CN2CCN(C(C)C)C(CCO)C2)ccc1O (stereo not given),-2,-0.6,0.0,-3
CCOC(=O)CSc1ccc(S(=O)(=O)N2CC=C(c3ccccc3)CC2)cc1[N+](=O)[O-],0,-0.3,0.5,15
O=C1CC(/C=C/c2cccnc2)=Nc2ccccc2N1,-6,-1.0,0.0,0
CCOC(=O)CN1CCN(c2ccc(-c3cccc(C=O)c3)cn2)CC1,11,-0.8,0.5,15
Cc1ccc(NC(=O)CS(=O)(=O)CC(=O)NC2=Cc3ccccc3C2=O)c(C)c1,3,-0.3,-0.4,3
COc1ccc(-c2csc3ncc(C(=O)NC4CCCCC4O)c(=O)n23)cc1 (stereo not given),2,0.2,0.2,9
COc1ccccc1C1CC(c2ccc(C)cc2)=NN1S(C)(=O)=O (stereo not given),9,2.2,0.0,18
Cc1ccccc1-n1nc2c(c1NC(=O)c1ccc(Br)o1)CS(=O)C2 (stereo not given),4,1.6,-0.1,10
CC(=O)NC(CC(C)C)c1nnc2n1CCN(C/C(C)=C/c1ccco1)CC2 (stereo not given),2,0.4,0.0,-9
CC(O)C(NCCC(=O)c1ccc(F)cc1)C(=O)O (stereo not given),9,0.5,0.1,1
COc1cc2nc(-c3ccc4c(c3)C(=O)N(c3ccccc3)C4=O)oc(=O)c2cc1OC,2,0.0,0.0,9
Cc1cccc(C)c1OCC(O)CN1CCCCC1C (stereo not given),3,0.8,0.0,-11

# Bioassay records: PubChem BioAssay, The Scripps Research Institute Molecular Screening Center
